From PubChem BioAssay
Pf Dd2 inh = inhibitors of Plasmodium falciparum Dd2 growth; P. falciparum Dd2 growth, SYBR Green, 72 h; Potency, µM (series often up to 28.9 µM), for the others: at the top dose activity, negative = inhibition, actives largely listed as inhibitors; actives 4.3% (n = 120,000); AID 1347417; active means well fitted inhibition curve with a large enough effect; inconclusive means small, poorly fitted or top-dose-only effect; inactive means no such curve, though single readings can be large or run the other way;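 further: plate controls were DMSO vehicle for no effect and reference drug for full effect; nearly all actives have a fitted effect of over 65% in size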
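Readout: SYBR Green fluorescence, 485 nm excitation, 535 nm emission, after ~16 h lysis at 37C. Before that, Dd2-infected red cells (2.5% hematocrit) grew 72 h with compound, 29 uM top final concentration.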
Starred values were filed as active, the others as inactive; i = inactive; ? = inconclusive; [ ] = dose if it differs, or a comment. Potency means the concentration at half of the fitted maximal effect.

SMILES	Pf Dd2 inh
COc1ccc(C(=O)N[C@H]2C[C@@H](Cc3cc(COc4ccccc4)on3)C2(C)C)cc1	?
O=C1NC(=NC2CCCCC2)C2(CCCN([S+](=O)([O-])c3cccs3)C2)N1c1cccnc1 (stereo unspecified)	10%
CCn1ncc(N2CCC(NC(=O)Cc3ccc(C)cc3)CC2)cc1=O	i
O=C(Nc1ccc(Cl)cc1Cl)c1cccn2cncc12	13µM*
CC(C)c1ccc(C2c3c(oc4ccc(Cl)cc4c3=O)C(=O)N2CCCN2CCOCC2)cc1 (stereo unspecified)	6.3µM*
CC(=O)c1ccc(C(=O)N2CCCC(C(=O)c3cccc(C(F)(F)F)c3)C2)s1 (stereo unspecified)	-21%
Cc1ccccc1CN1CC[C@H](c2nnc(-c3ccc(N(C)C)cc3)o2)C1	?
COc1cccc(CNC(=O)c2ccc(-n3c(C)cc4c3CCC(C)C4)cc2)c1 (stereo unspecified)	?
CCOc1ccc(N(CC)S(=O)(=O)N2CCCC(C(=O)Nc3cc(Cl)ccc3OC)C2)cc1 (stereo unspecified)	10µM*
CCOCCc1nn2c(=O)cc(COC(=O)c3ccccc3NC(=O)c3cccs3)nc2s1	-2%

Already shown: entries from further up.
SMILES	Pf Dd2 inh
COc1ccc(C(=O)N[C@H]2C[C@@H](Cc3cc(COc4ccccc4)on3)C2(C)C)cc1	?
O=C1NC(=NC2CCCCC2)C2(CCCN([S+](=O)([O-])c3cccs3)C2)N1c1cccnc1 (stereo unspecified)	10%

Next section
SMILES	Pf Dd2 inh
NC(=O)[C@@H](Cc1ccccc1)NC(=O)[C@@]1(O)C[C@@H](O)[C@H](O)[C@@H](NC(=O)Nc2ccc(OC(F)(F)F)cc2)C1	-22%
CCOc1ccc(NC(=O)c2c(Nc3ccccc3C)sc(C(=O)c3ccc(Cl)cc3)c2N)cc1	-1%
Cc1cccc(NC(=O)Cn2c(-c3cnccn3)nc(C)c(CCO)c2=O)c1C	i
O=C(c1ccc(Cl)cc1)N1CC2(CCCN(Cc3ccc(Cl)cc3)C2)Cc2ccccc21 (stereo unspecified)	?
CC(=O)N1CCc2cc(CNC(=O)Nc3cc(Cl)ccc3C)ccc21	2%
COC[C@@H]1CN(C(=O)C2=NNC(=O)CC2)C[C@H]1c1ccncc1	8%
COc1ccc(-c2nccn3cc(C(=O)NCCc4cccnc4)nc23)cc1	-2%
O=C(C1CC=CC1)N1CCC(c2nc(CCOCC3CC3)no2)C1 (stereo unspecified)	?
O=S(=O)(c1ccccc1)c1nnn2c1nc(NC1CC1)c1ccccc12	-9%
NC(=O)C1CCN(c2ncnc3c2cnn3-c2ccccc2)CC1	6%

Part of the list above in order of length of the SMILES, falling.
SMILES	Pf Dd2 inh
O=C(c1ccc(Cl)cc1)N1CC2(CCCN(Cc3ccc(Cl)cc3)C2)Cc2ccccc21 (stereo unspecified)	?
COC[C@@H]1CN(C(=O)C2=NNC(=O)CC2)C[C@H]1c1ccncc1	8%
COc1ccc(-c2nccn3cc(C(=O)NCCc4cccnc4)nc23)cc1	-2%
O=C(C1CC=CC1)N1CCC(c2nc(CCOCC3CC3)no2)C1 (stereo unspecified)	?

Later entries:
SMILES	Pf Dd2 inh
COc1ccc(-n2ncc(C(=O)N3CCN(c4ccccn4)CC3)c2C2CCN(C(=O)OC(C)(C)C)CC2)cc1	?
O=C(Nc1ccc(C(=O)N2CCCCC2)cc1)c1nsc2ccccc12	-7%
NC(=O)c1ccc(CC2CCN(C(=O)C3CC=CC3)CC2)cc1	-14%
COCCNC(=O)[C@@H]1C[C@@H](O)CN1C1CCN(C(=O)c2sccc2C)CC1	-7%
Cc1cc(OCCn2c(C3CC(=O)N(Cc4ccc(F)cc4)C3)nc3ccccc32)ccc1Cl (stereo unspecified)	?
Cc1cccc(CNC(=O)c2ccc(-c3nnc4ccc(NC(=O)C5CCC5)cn34)cc2)c1	?
C=CCN(C)C(=O)C[C@@H]1c2nc(NC(=O)c3ccco3)sc2C[C@@H]2[C@](C)(CO)[C@H](O)CC[C@]21C	i
Cc1ccc(CN2Cc3[nH]cnc3C[C@H]2c2nc(C(C)C)no2)cc1	i
O=C(Nc1ccc2n(c1=O)C[C@H]1C[C@@H]2CN(Cc2ccc(F)cc2)C1)c1cccs1	?
CCOC(=O)c1c(C)[nH]c(C)c1S(=O)(=O)N1CCCC(C(=O)NCc2ccc(N(C)C)cc2)C1 (stereo unspecified)	?
Cc1cc(NCc2ccc(S(N)(=O)=O)cc2)n2nc(C)c(C)c2n1	-8%
COc1ccc(-n2nc(C(=O)N3CCCCC3)c3c4ccccc4n(C)c3c2=O)cc1Cl	?
Cc1noc([C@@H](C)NC(=O)c2cccs2)c1C(=O)O	17%[44.1 µM]
COCCO[C@H]1COCCN(S(=O)(=O)c2ccc(F)cc2)C1	8%[44.1 µM]
COc1ccccc1C(=O)N1CCC2(CC1)COc1ccccc1[S+](=O)([O-])N2	12%
O=C(NCc1ccccc1Cl)c1ccc(Cn2c(SCc3ccccc3)nc3cccnc32)cc1	?
CN(C)C(=O)c1ccc2c(c1)n(Cc1cccc(F)c1)c(=O)c1ccnn12	i
CC(=O)c1cccc(NC(=O)CN2C=NS(=O)(=O)c3ccc(C)cc32)c1	?
Cc1ncsc1C(=O)N1CCNc2cnc(Nc3cccc(F)c3)nc2C1	?
COC1CCOC2(CCN(C(=O)Nc3cccc(F)c3)CC2)C1 (stereo unspecified)	i
C#CCN(C)Cc1nc(C2(O)CCN(C(=O)c3ccccc3)CC2)cs1	-11%[44.1 µM]
COCC(=O)N1CCc2cc(OC)c(OC)cc2C1COc1ccc2c(C)cc(=O)oc2c1 (stereo unspecified)	11%
C#CCNC(=O)C[C@@H]1c2nc(NC(=O)c3ccc(F)cc3)sc2C[C@@H]2[C@](C)(CO)[C@H](O)CC[C@]21C	-13%
Cc1cc(OC2CNC2)ccc1F	-12%[44.1 µM]
COCCn1c(C)cc(C(=O)N2CCC(N3C[C@H](O)C[C@H]3C(=O)NC3CCCCC3)CC2)c1C	?
O=C(Nc1cc(Cl)cc(Cl)c1)c1cc(S(=O)(=O)NC2CCCC2)ccc1F	?
CC(C)c1nc2c(c(-c3ccc(O)cc3)n1)CN(Cc1cccn1C)CC2	-19%
Cc1ccc(OCC(=O)OCc2cc(=O)n3nc(C4CC4)sc3n2)cc1C	-13%
COCC(=O)N1c2nc(C(C)C)nn2C2(CCCCC2)[C@@H]2CCCC[C@@H]21	0%
CO[C@H]1COCCN(C(=O)c2cc(C)oc2C(F)(F)F)C1	12%[44.1 µM]

Pulled by structure from the list above, seven records:
SMILES	Pf Dd2 inh
O=C(c1ccc(Cl)cc1)N1CC2(CCCN(Cc3ccc(Cl)cc3)C2)Cc2ccccc21 (stereo unspecified)	?
Cc1noc([C@@H](C)NC(=O)c2cccs2)c1C(=O)O	17%[44.1 µM]
Cc1cc(NCc2ccc(S(N)(=O)=O)cc2)n2nc(C)c(C)c2n1	-8%
CO[C@H]1COCCN(C(=O)c2cc(C)oc2C(F)(F)F)C1	12%[44.1 µM]
Cc1cc(OC2CNC2)ccc1F	-12%[44.1 µM]
CC(=O)c1cccc(NC(=O)CN2C=NS(=O)(=O)c3ccc(C)cc32)c1	?
CC(C)c1ccc(C2c3c(oc4ccc(Cl)cc4c3=O)C(=O)N2CCCN2CCOCC2)cc1 (stereo unspecified)	6.3µM*

Remaining list, next part
SMILES	Pf Dd2 inh
COc1ccc(NC(=O)Nc2cccc(-c3ccc(N4CCOCC4)nn3)c2)cc1Cl	?
CC(=O)N1CCCN(CC[C@H]2CN(C(=O)c3ccc(C(F)(F)F)cc3)CC[C@H]2CC(=O)O)CC1	-2%
Cc1ccc(C(=O)N(Cc2ccco2)Cc2sccc2C)cc1	-6%
CNC(=O)C1CCN(C(=O)c2cc(COc3ccc4c(c3)OCO4)[nH]n2)C1 (stereo unspecified)	-8%
CCOc1ccc(-c2nonc2NC(=O)c2oc3ccc(CC)cc3c2C)cc1	20%
Cn1cc(CN2CCNc3cc(Nc4cccnc4)ncc3C2)cn1	-1%[44.1 µM]
COCc1ncc(C)n1CCNC(=O)Cc1cccc(F)c1	-24%
CCn1nc(C(C)C)cc1C(=O)NCCCn1nc(C)c(Cl)c1C	-21%
Oc1c(C(c2ccc(F)cc2)N2CCOCC2)sc2nc(-c3ccco3)nn12 (stereo unspecified)	35%[activator]
Cc1ccc(NC(=O)CC2CCCN(c3cnn(C)c(=O)c3)C2)cc1 (stereo unspecified)	i
Cc1nnnn1-c1cccc(C(=O)N[C@H]2C[C@@H]3OCC[C@H]23)c1	-6%
COCC1CN(S(=O)(=O)c2ccc(OC)c(Cl)c2)CC12CCNCC2 (stereo unspecified)	?
COCCCNC(=O)c1ccc2nc(Cc3ccc(OC)cc3)oc2c1	i
CSc1ncccc1C(=O)NC1CC(c2cc(=O)[nH]c(N)n2)C1 (stereo unspecified)	-8%
CCc1ccc(CN2CCc3nc(N4CCN(C)CC4)[nH]c(=O)c3CC2)cc1	37%[activator][5.79 µM]
CC(C)NC(=O)CC1Sc2ncccc2N(C)C1=O (stereo unspecified)	3%
Cc1cc(C)n(CCC(=O)N2CCCC(Cc3noc(-c4ccccn4)n3)C2)n1 (stereo unspecified)	i
Cc1cn2nc(C(=O)NCC(C)c3ccccc3)cc2c(N2CCCC2)n1 (stereo unspecified)	?
Cc1cc(=O)n(CC(=O)Nc2cc(C)on2)c(N2CCOCC2)n1	5%
CC(C)Oc1ccccc1CN1CCC([C@@H]2CNC[C@H]2CO)CC1	-1%
O=C(CCc1ccc2c(c1)CN(C(=O)C1CC1)CCO2)NCCCn1cccn1	27%
CC(=O)N1CCCC2(C1)CN(C)c1ccc(C(=O)NCC3CC3)cc12 (stereo unspecified)	-17%[44.1 µM]
CCC(CC)N1C[C@@H](CO)[C@H](c2nc(CCOC)no2)C1	18%
COc1ccc(CN2CC[C@@H]3[C@H]2C(=O)NC[C@H](CCC(=O)NCc2ccco2)N3C)cc1	34%[activator]
COCCC(=O)N[C@H]1CC[C@]2(C)CCC([C@H](C)C(=O)N3CCc4ccccc4C3)[C@H](O)[C@H]2[C@@H]1C (stereo partly specified)	?
O=C(CSc1nc2ncccc2[nH]1)Nc1cc(F)ccc1F	?
CCc1cccc(NC(=O)CCn2c(=O)c3cccn3c3cccnc32)c1	13%
CCNC(=O)N1CCCC(Cc2noc(-c3cnccn3)n2)C1 (stereo unspecified)	12%
Cc1nn2c(c1-c1ccccc1Oc1ccccc1)N(C(=O)c1ccnn1C)CCC2	i
CCc1nc2c(c(-c3ccc(Cl)cc3)n1)CN(C(=O)Cc1ccccn1)CC2	?
Cc1ccc(NC(=O)CSc2nnc(NC(=O)NC3CCCCC3)s2)cc1	i
CN1C(=O)C(c2ccccc2)CC12CCN(S(=O)(=O)N(C)C)CC2 (stereo unspecified)	0%
CCCN(CC1CCOC1)C(=O)Nc1ccc(Cl)cc1C (stereo unspecified)	i[5.79 µM]
CN1CCOC[C@H]2CCN(C(=O)c3cccs3)C[C@H]21	i
O=C(NC1CCCCC1)O[C@@H]1CO[C@H]2[C@@H]1OC[C@@H]2NS(=O)(=O)c1ccc(Cl)cc1	i
Cc1ccc(NC(=O)C(=O)NCC(c2cccnc2)N2CCc3ccccc3C2)cc1 (stereo unspecified)	?
CS(=O)(=O)N1CCCC1c1noc(CCC(=O)N2CCC(N3CCCCC3)CC2)n1 (stereo unspecified)	-16%
Cc1ccc(Nc2sc(C(=O)c3ccccc3)c(N)c2S(=O)(=O)c2ccccc2)cc1Cl	?
CCc1nccn1CCNC(=O)c1cccc(C2CCNC2)c1 (stereo unspecified)	-1%
CN(C)Cc1nnc(C2CCN(C(=O)CCc3ccncc3)CC2)n1C	0%
CC(C)CN(CC1CN(C(=O)Nc2ccccc2)CCO1)C(=O)c1ccccc1F (stereo unspecified)	i
CCc1c(C)nc(SCc2nc(-c3ccccc3)no2)[nH]c1=O	-19%
COc1ccc([C@H]2C[C@@H](O)[C@@H](O)[C@@H]2NC(=O)C2CCCC2)cc1	18%[44.1 µM]
Cc1ccc2oc([C@H]3CCN(S(=O)(=O)c4ccc(F)cc4)C3)nc2c1	-13%[44.1 µM]
O=C1NC2(CCN(C(=O)OCc3ccccc3)C2)N=C1c1ccccn1 (stereo unspecified)	?
Cc1cc(C(=O)N[C@@H]2CN(c3ccncn3)C[C@H]2CN(C)C)no1	i
COc1ccc(OCC(=O)Nc2cc(-c3cccc(Cl)c3)nn2-c2ccccc2)cc1	i
Cc1cccc(OCC(=O)Nc2ccc3oc(-c4ccccc4F)nc3c2)c1	4%
O=C1CCN(S(=O)(=O)c2ccccc2)CCCN(Cc2cn[nH]c2-c2cccs2)CCN1	?
Cc1cnccc1CNC(=O)CC(c1cccc(O)c1)c1cccc(Cl)c1 (stereo unspecified)	-16%

Next part.
SMILES	Pf Dd2 inh
CCOc1cc(=O)n2c(c1C(=O)NCc1cccc(Cl)c1)CCCC2	i
CN1Cc2nc(-c3cnn(C)c3)ccc2OCC1=O	i
CC(C)(C)C(=O)N1CCC2(CC1)C(=O)N(CC(=O)Nc1cccc(Cl)c1)CN2c1ccccc1	4µM*
O=C(Cc1ccccc1)NC[C@H]1Cn2c(-c3ccc4c(c3)OCO4)cnc2CO1	i
CC#CCn1cc2c3c(cccc31)[C@H](CC(C)C)N[C@H](C(=O)NCc1cccs1)C2	-12%[44.1 µM]
C[C@@H](NC(=O)c1ccccc1)c1c(-c2ccc(F)cc2)noc1C(=O)O	-9%[44.1 µM]
Cc1nn2c(c1-c1ccccc1OCc1ccccc1)N(C(=O)CCc1cccnc1)CCC2	i
COC[C@H]1NC(=O)CC[C@H]1C(=O)Nc1ccc2c(c1)OCCO2	10%
CC(C)CN1C(=O)c2cccn2CC1C(=O)NCCCN1CCN(C)CC1 (stereo unspecified)	17%

Not all compounds are listed; count on the stated rates, not on these rows.
